zfTRPN1 agonist – activates the zebrafish TRPN1 channel; HEK293 zebrafish TRPN1-YFP, Fluo-8 calcium fluorescence; 100% = response to 87 µM carbachol; activation, % at 3 µM; hit rate 0.18% among 220,000;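 active = activation above its plate's cutoff, the mean activation of test wells on that plate plus 3 SD, cut at about 19% in these data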;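 note: 0% = DMSO alone and 100% = 87 µM carbachol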
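Material: zebrafish TRPN1-YFP in HEK293 cells. Doses: one dose of 3 µM, 0.3% DMSO. Incubation: dye 1 h 37 °C plus 30 min RT. Measured by: intracellular calcium fluorescence with Fluo-8.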
Calpain2 inh – inhibitors of pig calpain II; purified calpain II, fluorogenic peptide substrate, 30 min; inhibition, % at 16 µM; hit rate 0.37% among 220,000; AID 1236;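 active = inhibition above about 50%, limit read from the data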
EBV gp42 block – inhibitors of Epstein-Barr virus glycoprotein 42 | hit rate 0.42% among 220,000 | Fluorescence polarization binding assay, mP read-out | Q1HVG2 | inhibition, % (tested at 21.74 µM); in the data active = inhibition above about 50%
Target sequence (Q1HVG2 whole entry, looked up): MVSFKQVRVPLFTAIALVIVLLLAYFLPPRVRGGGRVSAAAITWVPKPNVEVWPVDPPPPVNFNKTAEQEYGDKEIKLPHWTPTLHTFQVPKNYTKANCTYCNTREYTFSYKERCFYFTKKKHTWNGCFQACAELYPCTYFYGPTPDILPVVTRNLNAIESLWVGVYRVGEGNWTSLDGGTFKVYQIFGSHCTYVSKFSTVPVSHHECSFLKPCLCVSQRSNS
PPC-1+TRAIL kill – PPC-1 cancer cell killing with TRAIL present. PPC-1 cells + TRAIL, ATPLite viability luminescence. cell killing (% activity), % at 4 µM. hit rate 0.41% among 220,000. AID 1443;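 active = cell killing above 50% in the first pass at 4 µM, then a duplicate retest at 5 µM averaging 50% or more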;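 note: plate controls were cells with TRAIL plus DMSO for no effect and medium-only wells lacking cells for full effect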
TbHK1 inh – blocks Trypanosoma brucei hexokinase 1 activity. recombinant TbHK1, G6PDH-coupled NADH A340. inhibition, % at 10 µM. hit rate 0.11% among 220,000;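 active = inhibition of 50% or more in the single-dose primary screen; inactive = inhibition below 50%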
Cl transport mod – modulates chloride dependent transport by human KCC2; B-score of Tl+ flux slope (higher = more flux/activation; lower = inhibition) at 10 µM; Q9H2X9; KCC2 cells, thallium flux FluoZin-2 fluorescence; AID 1456; hit rate 2.2% among 190,000;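 active = thallium flux slope and its plate-corrected score both differing from the plate sample mean at a set confidence after two filtering rounds, in either direction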;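 note: slope of fluorescence scaled to starting intensity during 10 to 20 s after thallium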
thrombin 1536 – thrombin (human) inhibition; P00734; alpha-thrombin, Boc-VPR-AMC fluorogenic substrate cleavage; inhibition, % at 5 µM; hit rate 0.26% among 220,000; AID 1046;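 active = inhibition at or above 40%; inactive = inhibition below 40%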;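 note: 0% = enzyme with no compound and 100% = wells without enzyme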
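signal = AMC fluorescence, 355/460 nm | material = human alpha-thrombin enzyme | control set = enzyme without compound as high, wells lacking enzyme as low | times = reaction at room temperature | read-out basis = percent inhibition scaled between no-compound controls and no-enzyme blanks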
TRPML3 ag – agonists of human TRPML3 channel; Q8TDD5; HEK293 TRPML3-YFP, Fluo-8 calcium fluorescence; 100% = the carbachol control signal; activation, % at 3 µM; hit rate 0.29% among 220,000;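 active = activation above its plate's cutoff, the mean activation of the plate's test wells plus 3 SD, cut at about 12% in these data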;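 note: 0% = DMSO only wells and 100% = carbachol wells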
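Test system – HEK293 line with stable expression of human TRPML3-YFP channel · Control set – carbachol 87 µM final as high control (100%), DMSO as low control (0%) · Signal – Fluo-8 calcium dye fluorescence, ex 470-495, em 515-575 nm · Incubation – 1-h 37 °C dye load, 5-s basal, 120-s post-compound reads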
Furin inhibitor – blocks human furin protease activity; P09958; purified furin, fluorogenic substrate cleavage; inhibition, % at 30 µM; hit rate 0.061% among 220,000; in the data active = inhibition above about 25%; note: inactives centre near -15
Target sequence (P09958 108-714 limits assumed): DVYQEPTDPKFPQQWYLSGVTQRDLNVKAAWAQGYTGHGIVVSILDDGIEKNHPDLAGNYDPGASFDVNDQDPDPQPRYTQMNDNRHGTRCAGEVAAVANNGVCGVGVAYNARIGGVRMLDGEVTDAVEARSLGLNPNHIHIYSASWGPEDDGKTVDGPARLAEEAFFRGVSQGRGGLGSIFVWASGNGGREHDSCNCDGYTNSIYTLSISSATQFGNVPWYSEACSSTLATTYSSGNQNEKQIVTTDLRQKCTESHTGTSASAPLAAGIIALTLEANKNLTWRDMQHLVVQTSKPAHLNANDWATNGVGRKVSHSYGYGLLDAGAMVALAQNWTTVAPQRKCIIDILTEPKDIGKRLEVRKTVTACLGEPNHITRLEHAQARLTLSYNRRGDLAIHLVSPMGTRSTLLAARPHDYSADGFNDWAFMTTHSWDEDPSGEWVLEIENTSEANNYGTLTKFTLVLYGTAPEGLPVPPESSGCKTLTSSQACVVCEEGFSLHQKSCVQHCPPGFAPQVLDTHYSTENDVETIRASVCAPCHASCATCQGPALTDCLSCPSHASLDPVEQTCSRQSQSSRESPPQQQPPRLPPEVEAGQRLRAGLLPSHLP
Starred values were filed as active, the others as inactive; i = inactive; / = no result given; [ ] = another dose, or the depositor's remark.

SMILES | zfTRPN1 agonist | Calpain2 inh | EBV gp42 block | PPC-1+TRAIL kill | TbHK1 inh | Cl transport mod | thrombin 1536 | TRPML3 ag | Furin inhibitor
O=C(Cc1cccc2ccccc12)N/N=C/c1ccc(OC(=O)/C=C/c2ccco2)cc1 | 0.4 | -20 | 0 | 2 | -1 | 0.58 | 2 | 0.3 | -20[20 µM]
COc1ccc(C(=O)c2oc3ccc(Br)cc3c2NC(C)=O)cc1 | 2.7 | 11 | -3 | -5 | -5 | 0.32 | -9 | 1.1 | -10
N=c1ccn(CC(=O)NC(N)=O)c2ccccc12 | 1.2 | -6 | -4 | -6 | -36 | -0.6 | -16 | 1.0 | -15[20 µM]
O=C(O)CCCN=CC1=C(O)C(C(=O)c2ccccc2)CCC1=O (centres undefined) | 0.5 | -3 | -10 | 11 | 0 | 0.23 | -1 | 0.4 | -17[20 µM]
COCCNC(=O)C(c1ccco1)N(C(=O)Cn1nnc2ccccc21)c1cccc(C)c1C (centres undefined) | 0.3 | -26 | -3 | 13 | -2 | -0.92 | -5 | 0.7 | -23[20 µM]
COc1ccc(NC(=O)c2cc3c([nH]c4ccccc43)c(C)n2)cc1 | 0.3 | -50 | -11 | 18 | -4 | -0.76 | -5 | 0.4 | -19
Cc1noc(C)c1COc1cccc(C(=O)OCC(=O)NCCN2C(=O)CSC2=O)c1 | 1.1 | -24 | -24 | 11 | -4 | 0.45 | 9 | 0.8 | -7
CCC(C)[C@H]1CN=C(N)N1CCc1cc(C(F)(F)F)cc(C(F)(F)F)c1 (some centres undefined) | / | -3 | -8 | -2 | 12 | -0.85 | 1 | / | -23
CSc1ccc(CN(C)CC(=O)NC(C)c2ccccc2)cc1 (centres undefined) | -2.4 | 2 | -24 | 16 | 0 | -0.91 | -8 | 0.1 | -7
CC(=O)Nc1ccc(S(=O)(=O)NC(CC(=O)NCCc2ccccc2)C(C)C)cc1 (centres undefined) | 0.1 | 21 | -8 | 2 | 2 | -0.96 | 0 | 0.3 | -19[20 µM]
O=C(Cn1c(=O)oc2cc(S(=O)(=O)N3CCCC3)ccc21)N1CCN(c2ccccn2)CC1 | 0.3 | -17 | 5 | 4 | 4 | 0.84 | -5 | 0.8 | -21
COc1ccc(Cl)cc1NC(=O)CSc1nc(C)cc(C)n1 | -0.6 | -5 | -18 | / | -3 | -1.3 | -9 | -0.7 | -10

The final 2 entries of the section before open the next one:
SMILES | zfTRPN1 agonist | Calpain2 inh | EBV gp42 block | PPC-1+TRAIL kill | TbHK1 inh | Cl transport mod | thrombin 1536 | TRPML3 ag | Furin inhibitor
O=C(Cn1c(=O)oc2cc(S(=O)(=O)N3CCCC3)ccc21)N1CCN(c2ccccn2)CC1 | 0.3 | -17 | 5 | 4 | 4 | 0.84 | -5 | 0.8 | -21
COc1ccc(Cl)cc1NC(=O)CSc1nc(C)cc(C)n1 | -0.6 | -5 | -18 | / | -3 | -1.3 | -9 | -0.7 | -10
CN(CCc1cnn(C)c1)Cc1cn(C)nc1-c1ccc2c(c1)OCCO2 | 1.7 | -2 | 17 | / | 0 | 0.091 | -6 | -0.1 | -36
COC(=O)c1ccc(Cc2ccccc2)o1 | -1.0 | 7 | -13 | -4 | 27 | 0.26 | 1 | 0.5 | -15[20 µM]
COc1ccc2[nH]c(C(=O)O)c(CCC(=O)O)c2c1 | 0.8 | -85 | 6 | 1[5 µM] | 3 | 0.3 | -5 | 1.2 | -19[20 µM]
CC(C)(C)c1ccc(-c2nnc(N)o2)cc1 | 0.5 | -3 | -11 | 15 | -3 | -0.53 | -5 | 0.3 | -18
N#Cc1c(-c2cccnc2)c2c([nH]c1=O)-c1ccccc1OC2 | -0.4 | -318 | 18 | 0 | -44 | -1.2 | -24 | 0.6 | -64
C=CCN(C(=O)COc1ccccc1)c1nnc(-c2ccncc2)s1 | 0.2 | -123 | -10 | 14 | -11 | / | 3 | 0.4 | 2[20 µM]
O=C(/C=C/c1cccc(F)c1)N1CCN(c2ccccn2)CC1 | -0.7 | 16 | 0 | -3 | 1 | -0.89 | -6 | -0.4 | -5
CC1(C)CC2(C)Nc3ccccc3N2C(=S)N1 (centres undefined) | 1.1 | 20 | 2 | -4 | -8 | 2.1 | -4 | 0.4 | -8
CCn1c(NCc2ccco2)nc2c1c(=O)n(C)c(=O)n2C | -0.6 | -30 | 2 | 17 | -2 | 0.58 | 5 | 0.5 | -20[20 µM]
C/C(CC(=O)Nc1ccc(N(C)C)cc1)=N\NC(=O)Cc1csc(N)n1 | -0.1 | -7 | -18 | 23 | 18 | -0.05 | -9 | 0.9 | -16
O=C(NCc1ccc(Cl)cc1)c1cc(-c2cccs2)on1 | 2.4 | 7 | -24 | 5 | 15 | / | 1 | -0.1 | -32
CC(C)CCSc1ncnc2c1oc1nc3c(cc12)COC(C)(C)C3 | 0.1 | -28 | -26 | -13 | -1 | / | 4 | 0.5 | -10[20 µM]
Cc1cc(C)c2c(NC(=O)CCl)nn(C)c2n1 | 2.2 | -23 | -7 | 15 | 3 | -0.13 | / | 0.6 | -25
c1ccc2c(-c3cn4ccccc4n3)c[nH]c2c1 | 1.1 | i | -11 | 28 | -15 | -1 | -25 | 0.7 | -29
Cc1cc(NC(=O)COc2cccc(C)c2C)no1 | 0.2 | -16 | 4 | 10 | -5 | 0.15 | -4 | 0.0 | -9
COc1ccccc1NC(=O)COc1ccccc1C(=O)Nc1ccccc1 | -1.2 | -3 | 5 | -9 | 2 | 0.38 | 0 | -0.5 | -26
C=CCC(C#Cc1ccccc1)[N+](C)(C)CC=C (centres undefined) | -0.3 | 17 | -1 | -1 | 0 | / | 2 | 0.2 | -27[20 µM]
Nc1ncnc2c1C1(CCCCC1)Cc1ccccc1-2 | -0.6 | -32 | 0 | 7 | 3 | 0.23 | -6 | 0.3 | -14
Cc1cc(=O)oc2cc(OCC(O)CN3CCN(c4ccc(F)cc4)CC3)ccc12 (centres undefined) | 0.3 | / | / | -5 | -18 | 0.41 | 3 | 1.2 | -5
Cc1noc(C(F)(F)F)c1C(=O)NNC(=O)c1cccc(C(F)(F)F)c1 | 0.2 | -6 | -11 | 3 | -15 | 0.28 | -4 | 0.9 | -12
CCCCNC(=O)C1CCC(CNc2c(N3CCC(C)CC3)c(=O)c2=O)CC1 (centres undefined) | 1.0 | 4 | -25 | -6 | -8 | -0.5 | 0 | 0.6 | -28
CC1(C)CC(NCc2ccncc2)CC(C)(C)N1 | 0.7 | 8 | -2 | 4 | -5 | -0.38 | -1 | -0.5 | -9
CC(=O)Cn1cnc2sc(-c3ccccc3)cc2c1=O | 0.2 | -5 | -3 | -4 | -23 | -0.48 | -1 | 0.2 | -21[20 µM]
O=C1[C@H](CC[C@H](O)c2ccc(F)cc2)[C@@H](c2ccc(O)cc2)N1c1ccc(F)cc1 | 1.4 | 39 | -10 | 18 | / | -2.5 | / | 1.8 | /
O=C(Nc1ccc(COc2ccccc2)cc1)c1cccc([N+](=O)[O-])c1 | 0.2 | 17 | -9 | 0 | 1 | 1 | 1 | -0.2 | -10
CCCc1cc(C(=O)O)c2ccccc2n1 | -0.8 | 8 | -9 | 10 | -10 | 0.85 | -4 | 0.5 | -14[20 µM]
COC(=O)C(C)Sc1ccc2nnc(CCNS(=O)(=O)c3ccccc3)n2n1 (centres undefined) | -1.1 | 9 | 0 | 6 | 4 | 1.7 | -2 | 0.6 | 4
O=C(NCc1ccco1)c1noc2c1CCCC2 | 0.8 | 13 | -2 | 20 | 0 | / | 2 | 0.7 | -14
O=C1c2ccccc2C(=O)N1CCCn1nnc(-c2ccc(N3CCOCC3)cc2)n1 | 0.6 | -2 | -7 | 29 | 2 | 0.34 | -2 | 0.8 | -19[20 µM]
Cc1nn(C(C)C)c(C)c1CN1CCCC(C(=O)c2cccc(OC(C)C)c2)C1 (centres undefined) | 1.8 | -24 | -2 | 14 | 2 | 1.4 | -6 | 1.1 | -14
CC/C(=N\O)c1ccc(OC)c(OC)c1 | -0.2 | -16 | -24 | 10 | -3 | 0.074 | 0 | 0.8 | -6[20 µM]
O=C(N/N=C/C=C\c1ccc([N+](=O)[O-])cc1)c1cccnc1 | 0.2 | -24 | -7 | -2 | -72 | / | -3 | 1.2 | -5
Clc1ccccc1OCCn1ccnc1 | -0.7 | 16 | -17 | -1 | 3 | -1.6 | 10 | 0.3 | -10[20 µM]
O=C(CNC(=O)c1cccc(F)c1)N/N=C/c1cc(Br)ccc1OCc1ccccc1 | -1.1 | -9 | 2 | 30 | 29 | -0.86 | -13 | 0.7 | -6
CCc1c(C)c2c(C)[nH]nc2oc1=O | 0.4 | -23 | -16 | 13 | 3 | 0.99 | 2 | 0.6 | -26
O=C1C=CC(=O)N1CCNc1ncc(C(F)(F)F)cc1Cl | 1.4 | 2 | -4 | 19 | 9 | -0.76 | -2 | 1.9 | -7
O=C(Cc1ccc(Cl)c(Cl)c1)Nc1ccc(SC(F)F)cc1 | -0.1 | 29 | 10 | -5 | 1 | 0.0065 | -7 | 0.2 | -9
Cc1cccc2cc(CN(CCCO)C(=O)Nc3ccc(Cl)cc3)c(=O)[nH]c12 | 3.0 | -20 | -5 | 6 | -7 | 0.073 | -3 | 0.1 | -21
CCOC(=O)Cc1nc2cc(Cl)ccc2o1 | -1.6 | -22 | -22 | 5 | -3 | 0.49 | -10 | 0.1 | -18
CN(C(=O)CN1CCC(NC(=O)C2CCCCC2)CC1)C1CCCCC1 | 0.0 | -4 | -15 | 21 | -11 | / | -1 | -0.2 | -23
Cc1ccc(CNC(=O)CNS(=O)(=O)c2ccc3nc(C)sc3c2)cc1 | 1.2 | 0 | -5 | -5 | -5 | -0.0043 | -7 | 1.2 | -20
CCOc1ccc(-n2c(SCC(N)=O)nc3c([nH]c4ccccc43)c2=O)cc1 | -0.4 | 7 | 14 | 18 | -18 | -0.32 | 16 | 0.0 | -11
N#CC1=C2SCC(O)(c3ccccc3)N2C(=O)CC1c1cccs1 (centres undefined) | 5.7 | 20 | -3 | 15 | -33 | -1 | 0 | 3.4 | -18
Cc1cccc(OCC(=O)NN2C(=O)C3C4C=CC(O4)C3C2=O)c1 (centres undefined) | -0.8 | 14 | -14 | 0 | 1 | 0.29 | -3 | 0.0 | -16
CCc1ccc(NC(=O)c2ccc3nc(N)sc3c2)cc1 | -0.9 | 32 | -2 | 9 | -10 | -1.5 | 4 | 0.8 | -12[20 µM]
COc1cc(S(=O)(=O)N2CCCCCC2)ccc1-n1cnnn1 | 0.2 | 25 | -6 | 11 | -3 | 0.49 | 3 | 0.2 | -12[20 µM]
CCNC(=S)N/N=C(\C)c1ccc2ccccc2c1OC(F)F | -0.9 | 24 | -2 | 16 | -4 | 7.7* | -9 | 0.6 | 1
O=C(N/C(=C/c1ccc(Br)cc1)C(=O)N1CCCC1)c1ccccc1F | 0.8 | -1 | -9 | 17 | 0 | -2.5 | 0 | 1.0 | -11
Cc1ccc(NN=C2c3ccccc3-c3ccccc32)cc1 | -0.7 | -18 | -21 | 2 | 0 | 0.13 | 0 | -0.2 | -16

Look-ups from the entries so far:
CCOC(=O)Cc1nc2cc(Cl)ccc2o1 @ Furin inhibitor = -18
N#CC1=C2SCC(O)(c3ccccc3)N2C(=O)CC1c1cccs1 (centres undefined) @ TbHK1 inh = -33
